Growth percent in the NCI-60 one-dose screen (48 h, 10 µM unless noted): 100 = growth as untreated, 0 = no growth, -100 = all killed.
HL-60(TB) = HL-60(TB) leukemia cells. AID 1794776. 78,000 compounds, 9% hits; active = growth percent below 10
* marks the source's active call; other numbers are inactive results; [ ] = another dose, or the depositor's remark. The list is partial, so the mix of outcomes need not match the whole.

SMILES | HL-60(TB)
C#CCNC(=O)[C@]12CC[C@@H](C)[C@H](C)[C@@H]1C1=CC[C@@H]3[C@@]4(C)Cc5c([nH]c6ccccc56)C(C)(C)[C@@H]4CC[C@@]3(C)[C@]1(C)CC2 | 63
CCOc1ccc(N2C(=O)N(c3ccc(SC)cc3)C(=O)C2=S)cc1 | 102
COc1ccc2nc(SCCC(=O)Nc3cc(OC)c(OC)c(OC)c3)n(-c3ccccc3C(F)(F)F)c(=O)c2c1 | 94
O=c1nc(NCCCC(O)(P(=O)(O)O)P(=O)(O)O)c(F)cn1C1CC(O)C(CO)O1 (stereo not drawn) | 62
Cc1cn(C2CC(N=[N+]=[N-])C(COP(=O)(O)O)O2)c(=O)[nH]c1=O (stereo not drawn) | 106
Cc1ccc(SC(=O)CCl)cc1 | 104
O=[N+]([O-])c1cccc(-c2nc3sccn3c2-c2ccnc(NCCCNS(=O)(=O)c3ccc(Br)cc3)n2)c1 | 19
S=C(Nc1ccc(Br)cc1)Nc1ccc(Br)cc1 | 39
COc1cc(C2=NN(C(C)=O)C(c3ccc(Oc4ccc(Br)cc4)cc3)C2)cc(OC)c1OC (stereo not drawn) | 65
O=C1C2C3CC4C5C3C1C5C1(SCCS1)C42 (stereo not drawn) | 100
COC(=O)C1=CCCCC(O)=C1C(=O)OC | 93
C=C1SC(=Nc2ccccc2Cl)N(C(=O)c2sc3ccccc3c2Cl)C1(C)C | 1.3*
CC(C)c1ccc(S(=O)(=O)Nc2sc3c(c2C(N)=O)CCC(=O)C3)cc1 | 96
COc1ccc(/C(C)=N\OC(=O)N(C)C)c(OC)c1 | 88
COc1ccc(-c2ccc(-c3ccc(C(=N)N)cn3)s2)cc1OC | 95
Nc1nnc(-c2ccc(Nc3nccc(Cl)n3)cc2)s1 | 99
Cc1ccc(C(=O)CSc2nc3ccc(F)cc3c(=O)n2-c2ccc(Cl)cc2)cc1 | 117
Clc1nc2ccc(Br)cc2cc1-c1nc2ccccc2s1 | 98
COc1ccc(/C=C/C(=O)c2c(O)c(C)c(O)c3c2OC2=CC(O)=C(C(C)=O)C(=O)[C@]23C)cc1 | -35*
O=C(Oc1ccc2ccccc2c1)c1ccccc1 | 86

Ordered by number of heavy atoms (smallest number first): part of the list above
SMILES | HL-60(TB)
COC(=O)C1=CCCCC(O)=C1C(=O)OC | 93
COc1ccc(/C(C)=N\OC(=O)N(C)C)c(OC)c1 | 88
Cc1ccc(C(=O)CSc2nc3ccc(F)cc3c(=O)n2-c2ccc(Cl)cc2)cc1 | 117

Following part
SMILES | HL-60(TB)
CC(=O)Nc1cccc(C(C)=O)c1 | 109
NN(c1ccccc1)c1ccccc1 | 81
N#Cc1ccc(SSc2ccc(C#N)cc2)cc1 | 80
COc1ccc(/C=C/C(=O)c2ccc(S(=O)(=O)NCCNc3nc(N(C)C)nc(N4CCOCC4)n3)cc2)cc1 | 67
CCOC(=O)N/N=C/c1cccc([N+](=O)[O-])c1 | 95
O=c1[nH]ccc2nc(N3CCC(O)CC3)nc(Nc3ccc(N4CCOCC4)cc3)c12 | 19
COc1ccc(-c2nnc(SCc3ccc(O)c4ncccc34)o2)cc1 | 18
COc1ccc(NC2=CC(=S)NC(C)(C)C2)cc1 | 63
CCOC(=O)c1csc(NC(=S)Nc2ccc(Cl)cc2)n1 | 90
CCOC(=O)/C(=C\c1ccccc1Cl)P(=O)(OCC)OCC | 11
COC(=O)/C=C/CNC(=O)c1ccc(C(=O)/C=C\C(C)=O)cc1 | 94
Cc1cc2nc3ccc(N(C)C)cc3nc2cc1N | 90
COC(=O)/C=C/c1ccccc1 | 89
Cc1c(C(=O)C(SC(=S)N2CCN(C)CC2)SC(=S)N2CCN(C)CC2)nnn1-c1ccc(Cl)cc1 | 98
COCCn1cc(-c2csc(-c3cn(C)c4ccc(F)cc34)n2)c2cccnc21 | 85
Cc1cc2nc3[nH]c4ccccc4c3nc2cc1C | 55
COC[C@@H](C)n1c(C2CCOCC2)nc2c1C1C=C(OC)C(c3c(C)noc3C)=CC1N=C2 (stereo partly drawn) | 12
Cc1ccc2c(c1)[nH]c1ccccc12 | 90
Cc1ccc2oc(=O)cc(-c3c(C#N)c(N)n4nc(N)c(C#N)c4c3C#N)c2c1 | 96
O=S(=O)(NCCCNc1nccc(-c2c(-c3cccc(F)c3)nc3occn23)n1)c1cccc(F)c1 | 101
COc1ccc(Cn2cc3c(c2-c2ccc(OC)cc2)CCc2c(CO)noc2-3)cc1 | 88
OC(COc1ccc(Cl)cc1)CN1CCCCC1 (stereo not drawn) | 124
COc1cc(C(=O)OC(C)CN2CCOCC2)cc(OC)c1OC (stereo not drawn) | 108
OC(CCl)CNC1CCCCC1 (stereo not drawn) | 122
N#CCCNCCNCCC#N | 102
COc1cc2c(cc1OCCCCn1c(-c3cc(=O)c4ccccc4o3)nc3ccccc31)N=C[C@@H]1CCCN1C2=O | 91
c1ccc(CN(N=C(c2ccccc2)c2ccccc2)c2ccccc2)cc1 | 99
NN1C(=O)c2cccc3c(-c4ccc(-c5nc6c7ccccc7c7ccccc7c6[nH]5)cc4)ccc(c23)C1=O | 89
COc1cc(Cl)cc(-c2nn(C(=O)NS(=O)(=O)c3cccc(Br)c3)cc2-c2ccncc2)c1 | 89
Cc1cnc(CSc2nc(-c3ccc(F)cc3)cn2-c2ccc(Cl)cc2)c(C)c1 | 91
C=C(C)C(=O)N1CCN(C(=O)C(=C)C)c2ccccc21 | 108
COc1cc(O)c(C(=O)O)c(OC)c1 | 101
COc1cc(-c2nn(-c3ccc(C)cc3)cc2C(=O)O)ccc1O | 82
O=C(OCCCCOC(=O)c1ccccc1)c1ccccc1 | 93
N#Cc1ccc(C(=O)CSc2nccc(Nc3ccc(S(N)(=O)=O)cc3)n2)cc1 | 99
CCC1(CCO)C(=O)NC(=S)NC1=O | 110
COC(=O)/C=C/C(N)=O | 100
CCOC(=O)c1ccc(Nc2nc(/C=C/c3ccc(OC)cc3)nc3ccccc23)cc1 | 94
O=c1c2cc(-c3ccc(F)cc3F)ccc2n(O)c(=O)n1-c1cccc(C(F)(F)F)c1 | -50*
CCN1C(=O)N(CC)C2NN3C(=O)C=C(c4ccccc4)SC3=NC21 (stereo not drawn) | 98
Cc1cc(=O)n(C(=O)Nc2cc(Cl)ccc2O)c2cc(O)ccc12 | 100
CCN(CC)CCCC(C)Nc1c(C)cnc2cc(Cl)c(C)cc12 (stereo not drawn) | 66
O=C(Nc1cc(Cl)cc(Cl)c1)Nc1cccc(Cn2c(=O)[nH]c3ccc(Oc4ncccn4)cc3c2=O)c1 | 58
COc1ccc(C2(O)N=C3N=CC=C4c5ccccc5N=C2N43)cc1 (stereo not drawn) | 96
O=c1ncc2c([nH]1)-c1cn(Cc3ccccc3)cc1CC2 | 89
O=C1N[C@@H]2[C@@H](O)[C@@H](O)[C@H](O)C[C@H]2c2cc3c(cc21)OCCO3 | 101
O=c1c(-c2n[nH]c(=S)o2)cnc2n1CCCCC2 | 118
C[C@H](NC(=O)OC(C)(C)C)c1ncc[nH]1 | 82
Cc1ccc(S(=O)(=O)NN)cc1 | 72
COc1ccc(S(=O)(=O)NCCNc2nccc(-c3c(-c4cccc(O)c4)nc4sccn34)n2)cc1 | 160
Next part
SMILES | HL-60(TB)
N#Cc1c(-c2cccc(O)c2O)cc(-c2ccc3ccccc3c2)[nH]c1=O | 57
CCCCCCCCCCCCCCCC[N+](C)(C)CCCNS(=O)(=O)c1ccccc1[N+](=O)[O-] | 109
O=C(Cn1c(=O)[nH]c2ccccc2c1=O)NCC(=O)N/N=C/c1ccccc1 | 101
CC(C)CC(NS(=O)(=O)c1ccc(C(=O)Cc2ccccc2C(=O)O)cc1)C(=O)O (stereo not drawn) | 106
COc1ccc2[nH]cc(-c3cc(-c4cc(OC)c(OC)c(OC)c4)nc(N)c3C#N)c2c1 | 60
COc1ccccc1C(=O)c1ccccc1C(=O)c1ccccc1 | 84
O=c1c2cc(F)ccc2sc2c(NCCCNCCO)nc3ccc(F)cc3c12 | 55
Cc1cc(Nc2nc(N3CCN(C)CC3)nc3ccccc23)n[nH]1 | 97
O=C(NN1C(=O)CCC1=O)c1ccc(NC(=O)c2ccccn2)cc1 | 76
C[C@@H]1CN2SN1C[C@@H]2C | 111

2 entries from above in another layout:
> CC(C)CC(NS(=O)(=O)c1ccc(C(=O)Cc2ccccc2C(=O)O)cc1)C(=O)O (stereo not drawn)
  HL-60(TB): 106

> COc1ccc2[nH]cc(-c3cc(-c4cc(OC)c(OC)c(OC)c4)nc(N)c3C#N)c2c1
  HL-60(TB): 60

Next compounds.
SMILES | HL-60(TB)
O=C1CSC(c2ccc(C(F)(F)F)cc2)N1NC(=O)C(O)(c1ccccc1)c1ccccc1 (stereo not drawn) | 86
O=[N+]([O-])c1ccc(CSc2ncnc3c2ncn3C2CCCCO2)cc1 (stereo not drawn) | 90
CC(=O)[C@@]1(O)CC[C@H]2[C@@H]3CCC4=C(Cl)C(=O)CC[C@]4(C)[C@H]3CC[C@@]21C | 93
Cc1ccc2nc3c4ccccc4c4ccccc4c3nc2c1 | 101
Cc1ccc(/C=C2\C(=O)N(C)c3ccc(Br)cc32)s1 | 110
COc1cc(C(=O)NNC(=O)c2ccc(NC(=O)CO)cc2)cc(OC)c1OC | 83
CCCCC1(/C=N/NC(N)=S)NC(=O)NC1=O (stereo not drawn) | 86
O=C(O)C(c1ccccc1)C1(O)CCCCCC1 (stereo not drawn) | 113
CCOC(=O)c1c(C)nc2c(c1N)/C(=C/c1ccc[nH]1)C(=O)N2c1cc(OC)c(OC)c(OC)c1 | 80
CCOC(=O)/C(F)=C/C1CC1CC(C)(C)C (stereo not drawn) | 118
C=CCN1C(=O)/C(=C\C(=O)c2cc3ccccc3oc2=O)c2ccccc21 | 96
Clc1cccc(/C=N/Nc2nc(N/N=C/c3cccc(Cl)c3)nc(N3CCOCC3)n2)c1 | -9.7*
O=[N+]([O-])c1ccc(N/N=C/c2ccco2)nc1 | 110
Fc1ccc(NC(=S)Nc2ccc(Cl)cc2)cc1 | 67
CC1(C)CN=C(C(Oc2ccc(F)cc2)c2ccccc2)NC1 (stereo not drawn) | 82
COc1ccc(Cc2nn3cc(-c4ccccc4)nc3s2)cc1 | 100
COc1cc(C2CC(c3ccc(Nc4nc(NCCO)nc(N5CCOCC5)n4)cc3)=Nc3c(N)nc(N)nc3N2)cc(OC)c1OC (stereo not drawn) | 67
Cc1cccc(NC(=O)CN2CCN(c3cc(=O)[nH]c4ccc(F)cc34)CC2)c1 | 103
O=C(c1ccc(Cl)cc1Cl)N1c2ccccc2Sc2ccccc21 | 36
COc1ccc2c(c1)C(C)Cc1c(ncnc1-n1cnc3ccccc31)N2C (stereo not drawn) | -5.9*
CC(C)Oc1ccc(C(=O)O)cc1 | 103
O=C1COCCN1c1ccc(N2C(=O)C(Cl)C2c2cn(Cc3ccc(F)cc3)c3ccccc23)cc1 (stereo not drawn) | 100
COc1cc(-c2nn(-c3ccc(C(=O)O)cc3)cc2C(=O)O)ccc1O | 46
COc1ccc(Nc2ncccc2NC(=O)c2cn(Cc3cccc(Oc4ccccc4)c3)nn2)c(OC)c1 | 90
Cc1nc2ccc(C(=O)NCc3cc(C(=O)O)c(C)o3)cc2nc1C | 103
Cc1nc(-n2[nH]c(=O)ccc2=O)sc1N=Nc1ccccc1 | 98
Cc1cc(CSc2ccc(Cl)cc2)ccc1N | 3.9*
COc1cc([N+](=O)[O-])ccc1NC(=O)Oc1ccc(NC(C)=O)cc1 | 95
OC1(c2ccccc2)OC(c2ccccc2)(c2ccccc2)c2ccccc21 (stereo not drawn) | 70
C/C=C(\C)C(C(=O)NC1CCCCC1)N(C(=O)C1CCc2cc(F)ccc2O1)c1ccc([N+](=O)[O-])cc1 (stereo not drawn) | 82

A second format for 5 compounds above.
| smiles | HL-60(TB) |
| --- | --- |
| COc1cc(-c2nn(-c3ccc(C(=O)O)cc3)cc2C(=O)O)ccc1O | 46 |
| CC(C)Oc1ccc(C(=O)O)cc1 | 103 |
| COc1ccc(Nc2ncccc2NC(=O)c2cn(Cc3cccc(Oc4ccccc4)c3)nn2)c(OC)c1 | 90 |
| O=C1COCCN1c1ccc(N2C(=O)C(Cl)C2c2cn(Cc3ccc(F)cc3)c3ccccc23)cc1 (stereo not drawn) | 100 |
| COc1cc([N+](=O)[O-])ccc1NC(=O)Oc1ccc(NC(C)=O)cc1 | 95 |

Back to the main list; the 6 compounds before the break are reprinted first.
SMILES | HL-60(TB)
Cc1nc2ccc(C(=O)NCc3cc(C(=O)O)c(C)o3)cc2nc1C | 103
Cc1nc(-n2[nH]c(=O)ccc2=O)sc1N=Nc1ccccc1 | 98
Cc1cc(CSc2ccc(Cl)cc2)ccc1N | 3.9*
COc1cc([N+](=O)[O-])ccc1NC(=O)Oc1ccc(NC(C)=O)cc1 | 95
OC1(c2ccccc2)OC(c2ccccc2)(c2ccccc2)c2ccccc21 (stereo not drawn) | 70
C/C=C(\C)C(C(=O)NC1CCCCC1)N(C(=O)C1CCc2cc(F)ccc2O1)c1ccc([N+](=O)[O-])cc1 (stereo not drawn) | 82
CCN1C(=O)CC(SC2CC(=O)N(CC)C2=O)C1=O (stereo not drawn) | 80
N#Cc1ccc(-c2ccc(-c3cccs3)s2)cc1F | 93
COc1ccc(C2CC(c3cccc(Nc4ccncc4)c3)=Nc3c(N)nc(N)nc3N2)cc1 (stereo not drawn) | 41
Clc1ccc2nc(CI)c(CI)nc2c1 | 2.8*
O=C(Cn1cc(COc2ncnc3c2cnn3-c2ccccc2)nn1)Nc1cccnc1 | 103
c1ccc(-c2cn3c(ccc4ccccc43)n2)cc1 | 24
Cc1ccc2cnc(N)c(C#Cc3cc(C(=O)Nc4ccc(CN5CCN(C)CC5)c(C(F)(F)F)c4)cnc3C)c2c1 | 30
CCCC1(CC(C)CC)C(=O)NC(=O)NC1=O (stereo not drawn) (tested in a mixture with another compound) | 72
N#CCC(=O)Nc1ccc(NC(=O)c2ccccc2-c2ccccc2C(=O)O)cc1 | 89
CCCN(CCC)C(=O)c1cccc(C)c1 | 101
CCOc1ccc2nc(-c3cccc(OCC(=O)NC(C)C)c3)nc(Nc3ccc(-c4cn[nH]c4)cc3)c2c1 | 2.3*
COc1ccc(-c2cc(-c3nc4ccc(OC)cc4[nH]3)[nH]n2)cc1 | 47
S=c1cc[nH]c(=S)[nH]1 | 81
CN(C)c1ccc(CCN=C(N)N=C(N)N)cc1 | 103[50 µM]
N#CCc1cnc2ccccc2n1 | 82
O=C(c1cc([N+](=O)[O-])cc([N+](=O)[O-])c1)N(CCCl)CCCl | 102

High-throughput results deposited in PubChem BioAssay by NCI.
